# Source: PubChem
# ARNT TACC3 PPI: ARNT/TACC3 interaction disruption; inhibition, % at 9.99 µM; AID 623870; 390,000 compounds, 0.66% hits; AlphaScreen His-ARNT PAS-B/GST-TACC3 binding, luminescence; TACC3 fragment carries E629A point mutation; Q9Y6A5;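 active means mean inhibition of replicates at least 50% and at least half of replicates each reaching 50%; inconclusive means half or more replicates reach 50% but mean below 50%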;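 further: 0% = complete ARNT plus TACC3 wells and 100% = ARNT alone without TACC3; many hits fall short of the cut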
# Casp6 inh: inhibitors of human caspase-6; purified caspase-6, Z-VEID-R110 cleavage fluorescence; inhibition, % at 12.5 µM; 350,000 compounds, 0.53% hits; AID 686996;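 active means mean inhibition across replicates at least about 35%, with every replicate also reaching that limit, limit read from the data; inconclusive means only one of the two criteria met; inactive means neither criterion met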;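 further: 0% = median of neutral control wells and 100% = no fluorescence left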
# Target sequence (P55212 24-179 limits assumed): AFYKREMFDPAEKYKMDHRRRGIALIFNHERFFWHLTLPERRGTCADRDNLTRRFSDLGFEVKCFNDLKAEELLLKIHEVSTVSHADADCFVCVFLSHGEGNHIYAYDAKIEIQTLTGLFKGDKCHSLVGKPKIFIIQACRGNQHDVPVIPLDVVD
# Target sequence (P55212 194-293 limits assumed): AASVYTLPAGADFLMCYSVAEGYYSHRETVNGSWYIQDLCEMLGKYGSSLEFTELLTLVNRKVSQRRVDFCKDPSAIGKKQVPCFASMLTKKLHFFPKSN
# SIRT5 inh: inhibitors of human sirtuin-5 desuccinylase; Q9NXA8; Purified SirT5, succinyl-peptide AMC, trypsin-coupled fluorescence; inhibition, % at 15 µM; 330,000 compounds, 1.1% hits; AID 652115; in the data active means inhibition above about 15%; inconclusive means no clear call, values can overlap the other calls
# Target sequence (Q9NXA8 whole entry, looked up): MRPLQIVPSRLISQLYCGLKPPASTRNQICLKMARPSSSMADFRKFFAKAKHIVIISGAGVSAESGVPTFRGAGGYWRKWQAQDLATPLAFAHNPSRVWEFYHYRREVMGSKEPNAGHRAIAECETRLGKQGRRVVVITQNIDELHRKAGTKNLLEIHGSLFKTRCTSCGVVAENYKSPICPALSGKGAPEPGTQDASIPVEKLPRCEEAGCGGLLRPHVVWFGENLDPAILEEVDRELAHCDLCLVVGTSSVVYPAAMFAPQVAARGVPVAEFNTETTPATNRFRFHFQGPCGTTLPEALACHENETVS
# EWS-Fli block: inhibitors of EWS/Fli oncoprotein transcriptional activity; inhibition, % at 12.6 µM; A673 NR0B1-luciferase reporter, viability-normalised; 350,000 compounds, 0.67% hits;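 active means mean inhibition of at least 50% after viability correction, with every replicate also passing that limit; inconclusive means mean reaches 50% but only one of two replicates passes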;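 further: firefly luciferase signal divided by Alamar Blue viability fluorescence both relative to DMSO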
# LGR2 antag: blocks bursicon-induced cAMP signaling via Drosophila LGR2; HEK293 LGR2, CRE-luciferase, bursicon-stimulated, 4 h; inhibition, % at 9.99 µM; 380,000 compounds, 0.35% hits;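 active means drop in luminescence signal, shown as inhibition above about 50% in the replicate tests, limit read from the data, passing the limit was not always enough; inconclusive means probably only some replicates passing the limit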;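 further: agonist challenge used bursicon conditioned medium at about half maximal strength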
# DENV2 CPE: protects cells from dengue virus 2 cytopathic effect | DENV2-infected cells, cytopathic effect rescue, plate reader | CPE inhibition, % at 9.99 µM | 350,000 compounds, 1.7% hits; in the data active means CPE inhibition above about 20%, passing the limit was not always enough; inconclusive means no clear call, values can overlap the other calls; tested in BHK-21 cells;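 further: 0% = median of neutral control wells and 100% = median of positive control wells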
# PAX8 reporter: lowers PAX8-driven luciferase in RMG-I cells; RMG-I TPO-luciferase reporter, SteadyGlo, 24 h; inhibition, % at 12.6 µM; 360,000 compounds, 1.2% hits; AID 652154;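 active means mean replicate inhibition at least 60% with every replicate also reaching 60%; inconclusive means only one of the two criteria is met; inactive means mean below 60% and not all replicates reaching 60%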;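 further: luciferase light reporting Pax8 driven TPO promoter activity; plate controls were median of neutral control wells for no effect and mitoxantrone controls for full effect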
# An asterisk follows results filed as active; ? = inconclusive; · = no result given.
SMILES,ARNT TACC3 PPI,Casp6 inh,SIRT5 inh,EWS-Fli block,LGR2 antag,DENV2 CPE,PAX8 reporter
O=C(Nc1ccccc1)c1cc(C2CCCN(C(=O)C/C=C/c3ccccc3)C2)on1 (stereo unspecified),·,1,0,-15,-40,16,-21
COc1ccc(CCN2C(=O)CC(C(N)=O)SC2=Nc2ccc(F)cc2)cc1OC (stereo unspecified),-1,1,-3,13,-19,2,22
C/C=C/c1cnc2c(c1)C(=O)N([C@@H](C)CO)C[C@H](C)[C@H](CN(C)S(=O)(=O)c1cn(C)cn1)O2,-3,-1,-3,5,19,10,-10
CCOc1ccc(S(=O)(=O)N2CCCC(C(=O)NCc3cccnc3)C2)cc1C (stereo unspecified),-6,-1,-6,16,-7,2,23
O=C(CCNC(=O)c1ccco1)Nc1cccc(Br)c1,-20,-6,-2,2,3,-7,-8
CCOC(=O)N1CCC(=NNC(N)=O)CC1,-5,4,3,8,-21,0,-7
O=C(COc1ccc(Br)cc1)NCCCN1CCCC1=O,-5,4,-3,-10,-1,-2,-2
Cc1cc2sc(NC(=O)c3ccco3)nc2cc1Cl,4,2,2,-11,-8,-3,-147
COC(=O)C1(C(=O)OC)C[C@H](/C=C/c2ccccc2)N(Cc2ccccc2OC)[C@@H]1c1cccc(Br)c1,·,-4,·,3,4,1,-6
CCOC(=O)C1CCN(CC(=O)Nc2ccc(OC)c(S(=O)(=O)N3CCCCC3)c2)CC1,10,3,·,10,-1,8,16
O=C(NNC(=O)c1n[nH]c(=O)c2ccccc12)c1ccc(Br)cc1,-6,1,-7,12,-6,0,-29
Cc1ccc(OCC(=O)c2cc(C)n(-c3ccccc3)c2C)c([N+](=O)[O-])n1,-11,·,·,·,-27,·,4
C[C@@H]1CCCCO[C@H](CN(C)C(=O)NC2CCCCC2)[C@@H](C)CN([C@@H](C)CO)C(=O)c2cc(NC(=O)NC3CCCCC3)ccc2O1,-2,0,6,-4,-8,47*,46
Cc1ccc(Nc2nc(/N=C/N(C)C)n[nH]2)cc1C,6,2,-1,-72,-38,5,-141
CC1(C)SC(=S)N(/N=C/c2ccccc2O)C1N(O)C(=O)Nc1ccccc1 (stereo unspecified),48*,-4,1,11,-3,1,0
CC(NC(=O)C1CCC(CNc2c(N3CCCCC3)c(=O)c2=O)CC1)c1ccccc1 (stereo unspecified),19,1,1,5,9,0,-10
COc1cccc(CNC(=O)C(C)n2ccc3cc(S(=O)(=O)N4CCCCCC4)ccc32)c1 (stereo unspecified),19,0,-3,15,-4,14,15
c1ccc(Nc2c3c(nc4ccccc24)CCC3)cc1,2,-41,0,14,10,1,14
COc1cccc(NC(=O)N2[C@H](CNC(C)C)[C@H](c3ccccc3)[C@@H]2CO)c1,·,·,·,13,18,-15,-2
COc1cc(CCC(=O)Nc2c(C(=O)N3CCN(c4ccccc4)CC3)oc3ccccc23)on1,10,3,3,2,2,1,7
CCOc1ccc(C(=O)Nc2cc(-c3nc4ccccc4[nH]3)ccc2Cl)cc1[N+](=O)[O-],-1,0,-5,-17,-4,4,22
CC(C)C1CC(c2ccccc2)(C(CN)CO)CCO1 (stereo unspecified),-3,·,0,-12,-25,6,-2
O=C(CSc1nnc(-c2ccccc2)o1)NC1CCCC1,-2,-4,-5,-14,-2,-3,-20
CCCCNC(=O)COC(=O)c1cc(C)nc2ccccc12,-7,5,8,-8,6,8,·
CCn1c(=S)[nH]c2scc(-c3cccs3)c2c1=O,-6,3,2,4,-10,2,13
Cc1cc(C)c(S(=O)(=O)NCC(c2ccco2)N2CCc3ccccc3C2)c(C)c1 (stereo unspecified),12,1,-2,3,-2,0,-8
CCC(=O)N1[C@@H](CO)[C@@H](c2ccccc2)[C@@H]1CN(CC)C(=O)c1cccc(F)c1,-1,5,·,4,-1,-11,-23
CC1Sc2ccc(S(=O)(=O)N3CCN(c4ccccc4)CC3)cc2NC1=O (stereo unspecified),2,-2,4,·,3,-1,27
OCc1nc2ccccc2n1CCCc1ccccc1,·,1,-3,-7,2,?,19
C[C@@H]1CCCCO[C@@H](CN(C)C)[C@H](C)CN([C@@H](C)CO)C(=O)c2cc(NC(=O)CCCN(C)C)ccc2O1,·,·,·,0,6,·,-9
CCCCCCCCC1=NCCc2c1[nH]c1ccccc21,1,-10,-3,16,-13,-7,-1
CCOC(=O)CSc1nc2sc3c(c2c(=O)n1-c1ccc(OCC)cc1)CCN(C)C3,-2,1,-5,-15,7,4,8
COc1ccccc1Cc1nc(-c2ccncc2)no1,-4,0,-9,-26,15,1,-37
CCOc1cc(CC(=O)N[C@@H](CC(C)C)c2ccccc2N2CCCCC2)ccc1C(=O)O,-4,4,-3,-11,-4,-3,19
COc1ccc(CNC(=O)CCNC(=O)c2ccco2)cc1OC,-3,-3,-3,-2,0,39*,-9
CCc1nnc(NC(=O)CSc2nnc(C)c(=O)n2N)s1,1,2,-1,3,-5,-1,20
O=C(Nc1ccc(NS(=O)(=O)c2ccccc2)c(Cl)c1)c1ccccc1,-1,-1,-2,-7,-1,-10,-22
CC1=NN(Cc2ccccc2)C(=O)C1C(c1ccc(Cl)cc1)C(C#N)C#N (stereo unspecified),-3,0,1,4,6,-5,5
Cc1cc(C(F)(F)F)nn1CCCNC(=O)c1cnccn1,-3,-1,-1,·,-2,·,·
CCCOc1ccc(CCC(=O)N/N=C/c2ccco2)cc1,·,-7,-4,-5,-4,-6,-22
COc1ccc(CNCC(=O)Nc2cc(C)nn2-c2nc(C)cc(C)n2)cc1OC,·,-2,-1,-2,0,5,25
Cc1ccc(-n2nc(C(=O)O)c(C)c(C#N)c2=O)cc1Cl,2,4,-5,16,8,20,27
Cc1cccc(N2CCN(C(=O)CSc3nc4ccccc4nc3N3CC(C)OC(C)C3)CC2)c1C (stereo unspecified),-6,0,-5,48,28,0,31
C[C@@H]1CCCCO[C@@H](CN(C)Cc2ccc(Cl)c(Cl)c2)[C@H](C)CN([C@@H](C)CO)C(=O)c2cc(NC(=O)Nc3ccc4c(c3)OCO4)ccc2O1,7,-1,0,-2,8,0,·
CNC(=O)C1Cc2c(-c3ccc4c(c3)OCO4)ccnc2O1 (stereo unspecified),·,-2,·,2,-8,-3,-5
CCCn1cc(CN2CCN(Cc3ccc(C)o3)C(CCO)C2)c(C)n1 (stereo unspecified),2,3,4,4,-2,·,-2
O=C(NC(=S)Nc1ccccc1Cl)c1cncc(Br)c1,2,-2,-2,3,-17,5,-3
CC(NS(=O)(=O)c1ccc2c(c1)CC(C)N2C(=O)C1CC1)c1ccccc1 (stereo unspecified),7,·,-2,-5,-1,-3,-2
CC(=O)c1c(C)[nH]c(C(=O)Nc2cccc(S(=O)(=O)N3CCCCC3)c2)c1C,7,2,1,33,21,11,-10
Cc1cccc(NC(=O)c2nc[nH]c2C(=O)NCCCNC(=O)c2[nH]cnc2C(=O)Nc2cccc(C)c2)c1,·,-2,-3,11,0,45*,-3
O=C(Cc1ccc(F)cc1)N/N=C/c1ccc2c(c1)OCO2,-5,0,·,-65,-83,-2,-115
O=C(Cn1cnc2c(cnn2-c2ccc(Cl)cc2)c1=O)NC1CCCCC1,-2,-1,-1,-10,-8,3,-5
C[C@]12C[C@H](O)[C@@H]3c4ccc(O)cc4CCC3[C@@H]1CCC2=O (stereo partly specified),-2,-1,0,2,-34,-2,4
Cn1c(CNc2ccc(Cl)cc2)nnc1SCC#N,2,-1,1,-1,-3,-1,18
COCC(=O)N1[C@H](C#N)[C@H](c2ccccc2-c2cccc(OC)c2)[C@H]1CO,·,1,-4,-8,-4,-15,-3
O=[N+]([O-])c1cccc(S(=O)(=O)N2CCc3ccccc3C2)c1,-2,0,-1,25,4,-4,12
C[C@@H]1CN([C@H](C)CO)C(=O)c2c(c3ccccc3n2C)-c2ccccc2CO[C@@H]1CN(C)S(=O)(=O)c1ccccc1C#N,3,-1,·,8,-14,1,16
CCC(=O)Nc1ccc2c(c1)C(=O)N(C)[C@H]1CC[C@H](CC(=O)NCCc3ccccc3)O[C@@H]1CO2,-7,-1,3,10,-4,-12,-4
COCC(=O)N1[C@H](C#N)[C@H](c2ccc(-c3cccc(F)c3)cc2)[C@H]1CO,6,-1,-1,1,7,-2,-12
COc1ccc(NC(=O)CS(=O)c2cccc(C(F)(F)F)c2)cc1 (stereo unspecified),·,-3,-5,5,1,2,-3

# Another view of some results above.
mol	ARNT TACC3 PPI	Casp6 inh	SIRT5 inh	EWS-Fli block	LGR2 antag	DENV2 CPE	PAX8 reporter
Cc1ccc(-n2nc(C(=O)O)c(C)c(C#N)c2=O)cc1Cl	2	4	-5	16	8	20	27
Cc1cccc(N2CCN(C(=O)CSc3nc4ccccc4nc3N3CC(C)OC(C)C3)CC2)c1C (stereo unspecified)	-6	0	-5	48	28	0	31
C[C@@H]1CCCCO[C@@H](CN(C)Cc2ccc(Cl)c(Cl)c2)[C@H](C)CN([C@@H](C)CO)C(=O)c2cc(NC(=O)Nc3ccc4c(c3)OCO4)ccc2O1	7	-1	0	-2	8	0	·
CNC(=O)C1Cc2c(-c3ccc4c(c3)OCO4)ccnc2O1 (stereo unspecified)	·	-2	·	2	-8	-3	-5
CCCn1cc(CN2CCN(Cc3ccc(C)o3)C(CCO)C2)c(C)n1 (stereo unspecified)	2	3	4	4	-2	·	-2
O=C(NC(=S)Nc1ccccc1Cl)c1cncc(Br)c1	2	-2	-2	3	-17	5	-3
CC(NS(=O)(=O)c1ccc2c(c1)CC(C)N2C(=O)C1CC1)c1ccccc1 (stereo unspecified)	7	·	-2	-5	-1	-3	-2
CC(=O)c1c(C)[nH]c(C(=O)Nc2cccc(S(=O)(=O)N3CCCCC3)c2)c1C	7	2	1	33	21	11	-10
Cc1cccc(NC(=O)c2nc[nH]c2C(=O)NCCCNC(=O)c2[nH]cnc2C(=O)Nc2cccc(C)c2)c1	·	-2	-3	11	0	45*	-3
O=C(Cc1ccc(F)cc1)N/N=C/c1ccc2c(c1)OCO2	-5	0	·	-65	-83	-2	-115
O=C(Cn1cnc2c(cnn2-c2ccc(Cl)cc2)c1=O)NC1CCCCC1	-2	-1	-1	-10	-8	3	-5
C[C@]12C[C@H](O)[C@@H]3c4ccc(O)cc4CCC3[C@@H]1CCC2=O (stereo partly specified)	-2	-1	0	2	-34	-2	4
Cn1c(CNc2ccc(Cl)cc2)nnc1SCC#N	2	-1	1	-1	-3	-1	18
COCC(=O)N1[C@H](C#N)[C@H](c2ccccc2-c2cccc(OC)c2)[C@H]1CO	·	1	-4	-8	-4	-15	-3
O=[N+]([O-])c1cccc(S(=O)(=O)N2CCc3ccccc3C2)c1	-2	0	-1	25	4	-4	12
C[C@@H]1CN([C@H](C)CO)C(=O)c2c(c3ccccc3n2C)-c2ccccc2CO[C@@H]1CN(C)S(=O)(=O)c1ccccc1C#N	3	-1	·	8	-14	1	16

# Remaining list, next part.
SMILES,ARNT TACC3 PPI,Casp6 inh,SIRT5 inh,EWS-Fli block,LGR2 antag,DENV2 CPE,PAX8 reporter
COc1ccccc1-c1ccc([C@H]2[C@H](CO)N(C(=O)C3CC3)C23CN(C(C)=O)C3)cc1,·,-1,3,-1,4,7,2
C[C@H](CO)N1C[C@H](C)[C@H](CN(C)C(=O)c2ccccc2)Oc2cc(C#CC3(O)CCCC3)ccc2S1(=O)=O,-3,-1,1,31,24,16,·
CN1CC[C@@]2([C@@]34CCN(C)C3Nc3ccccc34)c3ccccc3NC12 (stereo partly specified),8,-16,1,4,·,-9,·
C[C@H]1CN([C@@H](C)CO)C(=O)c2cccc(NC(=O)c3ccncc3)c2O[C@@H]1CN(C)C(=O)Nc1ccccc1,·,0,4,8,-9,?,-9
CN(C)S(=O)(=O)c1cc(NC2CC(=O)N(c3ccc(F)cc3)C2=O)ccc1Cl (stereo unspecified),-6,-4,-2,7,0,-1,-2
CC(=O)C1CCC2C3CCC4=CC(=O)CCC4(C)C3(Br)C(=O)CC12C (stereo unspecified),-3,6,-3,-10,1,-3,2
O=c1ccc(S(=O)(=O)N2CCCC2)cn1Cc1nc(-c2ccccc2)no1,3,2,-1,2,2,-4,-12
